V1aR counter – counter-screen for oxytocin receptor agonists: human V1a receptor agonists. 320,000 compounds, 0.25% hits. AID 2797. CHO-V1R cells, Fluo-8 calcium fluorescence, agonist mode; 0% DMSO, 100% 3 nM vasopressin. activation, % at 3 µM;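 active = activation above the mean activation of all tested compounds plus 3 SD, per screening run, cut at about 20% in these data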;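 also: signal is peak over basal fluorescence ratio across a 100 second FLIPR read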
Target sequence (P37288 whole entry, looked up): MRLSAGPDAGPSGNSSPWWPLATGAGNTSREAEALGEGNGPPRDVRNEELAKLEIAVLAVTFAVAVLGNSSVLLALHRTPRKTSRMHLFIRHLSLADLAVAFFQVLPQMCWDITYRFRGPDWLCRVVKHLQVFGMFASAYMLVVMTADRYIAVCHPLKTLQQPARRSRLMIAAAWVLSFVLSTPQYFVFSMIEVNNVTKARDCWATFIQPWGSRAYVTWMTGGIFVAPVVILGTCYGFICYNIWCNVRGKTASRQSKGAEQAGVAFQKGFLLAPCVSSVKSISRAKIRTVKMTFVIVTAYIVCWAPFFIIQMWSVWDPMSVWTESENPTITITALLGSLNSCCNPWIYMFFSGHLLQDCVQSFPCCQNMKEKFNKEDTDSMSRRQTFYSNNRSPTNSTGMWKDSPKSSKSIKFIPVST
OXTR agonist – activates the human oxytocin receptor; P30559; CHO-OTR cells, Fluo-8 calcium fluorescence; normalized: DMSO 0%, oxytocin 100%; activation, % at 3 µM; 320,000 compounds, 0.32% hits; AID 2435;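 active = activation above the mean of all tested compounds plus 3 SD, cutoff set per screening run, cut at about 20% in these data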;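 also: peak over basal fluorescence ratio from a 100 s FLIPR kinetic read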
TAAR1 ag – agonists of human TAAR1; AID 624467; Q96RJ0; activation, % at 3 µM; 360,000 compounds, 0.99% hits; CHO RD-HGA16 TAAR1, Fluo-8 calcium fluorescence; vehicle wells 0%, saturating PEA agonist 100%;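 active = activation above the mean activation of all test compounds in the run plus 3 SD, cut at about 38% in these data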
Target sequence (Q96RJ0 whole entry, looked up): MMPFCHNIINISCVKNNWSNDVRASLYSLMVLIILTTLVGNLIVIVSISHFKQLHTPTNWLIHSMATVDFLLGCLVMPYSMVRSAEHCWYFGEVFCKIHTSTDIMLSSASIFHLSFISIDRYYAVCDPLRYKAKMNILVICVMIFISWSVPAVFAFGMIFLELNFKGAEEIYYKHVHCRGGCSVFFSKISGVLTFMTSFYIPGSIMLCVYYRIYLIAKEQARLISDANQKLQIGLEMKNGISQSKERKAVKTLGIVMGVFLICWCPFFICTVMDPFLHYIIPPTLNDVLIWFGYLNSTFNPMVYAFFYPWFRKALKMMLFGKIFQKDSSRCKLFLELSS
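Test system: RD-HGA16 (CHO) cells co-expressing Gα16 and hTAAR1 | Doses: Single dose, 3 µM | Schedule: 17-24 h seeding, 75 min 37 °C dye, 30 min RT | Evaluation: % activation from peak over basal fluorescence ratio, DMSO-to-PEA scaled | Technique: Kinetic Fluo-8 calcium fluorescence | Benchmarks: Low control DMSO, high control PEA (EC100)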
CHRM1 antagonist – human CHRM1 antagonism; P11229; CHO-K1 hM1, Fluo-8 calcium fluorescence, ACh EC80 antagonist; inhibition, % at 3 µM; 360,000 compounds, 1.3% hits; AID 588852;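 active = percent inhibition above its own plate's cutoff, namely the mean of that plate's compound wells plus 3 SD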;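 also: peak over basal fluorescence ratio during 140 s after agonist addition; 0% = ACh EC80 plus DMSO and 100% = DMSO alone without agonist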
M1 PAM – human CHRM1 positive allosteric modulation; activation, % at 3 µM; CHO-K1 hM1, Fluo-8 calcium fluorescence, ACh EC20; 0% = ACh EC20, 100% = maximal ACh; 360,000 compounds, 0.088% hits; P11229; in the data active = activation above about 19%, passing the limit was not always enough
M1 ag – agonists of human M1 muscarinic receptor. CHO-K1 hM1, Fluo-8 calcium fluorescence, agonist mode; 0% DMSO, 100% acetylcholine EC100. activation, % at 3 µM. 360,000 compounds, 0.33% hits. AID 588814;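 active = activation above the run's mean compound activation plus 3 SD, cut at about 16% in these data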;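 also: peak over basal fluorescence ratio within a 140 s kinetic read after compound addition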
TAAR1 antagonist – antagonists of human TAAR1 | inhibition, % at 3 µM | 360,000 compounds, 1.5% hits | CHO RD-HGA16 TAAR1, Fluo-8 calcium fluorescence, antagonist | Q96RJ0 | AID 624466;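 active = inhibition above a per-plate cutoff, the mean inhibition of test compounds on that plate plus 3 SD, cut at about 49% in these data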;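 also: 0% = DMSO plus EC80 beta-PEA response and 100% = DMSO alone without agonist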
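Test system: CHO RD-HGA16 cells bearing hTAAR1 | Reagent: β-PEA, EC80 | Compound dosing: 3 µM, single point | Schedule: Dye loading 75 min at 37 °C, then 30 min room temperature | Signal: Calcium fluorescence with Fluo-8 | Evaluation: Percent inhibition of PEA-evoked calcium signal, max/basal emission ratio | Control set: DMSO-only wells and EC80 β-PEA-stimulated wells | Repeats: Singlicate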
OXTR potentiate – potentiates the human oxytocin receptor response | P30559 | CHO-OTR cells, Fluo-8 calcium fluorescence, potentiator mode; 0% = oxytocin EC15, 100% = EC100 | activation, % at 3 µM | 320,000 compounds, 0.061% hits;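 active = activation above that plate's cutoff, the mean activation of tested compounds plus 3 SD, cut at about 6.6% in these data, passing the limit was not always enough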;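 also: 100% uses oxytocin at 75 nM as the full agonist control; some results filed as inactive read as strong as hits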
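System: human OTR in CHO cells; Also added: sub-maximal oxytocin, roughly EC15; Timing: compound 6 min at room temperature before oxytocin, 100 s read; Technique: Fluo-8 intracellular calcium fluorescence, ex 470-495, em 515-575 nm; Controls: oxytocin EC15 low and EC100 high; Replication: singlicate.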
CHO parental Ca – counter-screen for OX1R antagonists: effect in parental CHO cells; parental CHO-K1, ATP-induced calcium, Fluo-8 fluorescence; inhibition, % at 5.6 µM; 330,000 compounds, 0.63% hits; AID 463079;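 active = inhibition above that plate's mean sample inhibition plus 3 SD, cut at about 26% in these data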;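 also: 0% = ATP-challenged DMSO wells and 100% = DMSO wells without ATP; some compounds past the cut are filed as inactive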
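Material: Parental CHO cells | Reagent: ATP | Compound dosing: Single nominal dose of 5.6 µM per compound | Detection: Intracellular calcium via Fluo-8 no-wash fluorescent dye | Read-out: % inhibition of ATP-induced calcium mobilization | Benchmarks: Low control ATP plus DMSO, high control DMSO only | Replicates: Singlicate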
* = called active by the depositor; nt = no result given.

SMILES | V1aR counter | OXTR agonist | TAAR1 ag | CHRM1 antagonist | M1 PAM | M1 ag | TAAR1 antagonist | OXTR potentiate | CHO parental Ca
O=C(/C=C/c1cccc(C(F)(F)F)c1)Nc1cccc(C(F)(F)F)c1 | 3.8 | 2.7 | 9 | 33 | -24 | -7 | 45 | -11 | -5
CCOC(=O)CC(NC(=O)c1cccc2c1C(=O)N(Cc1cccnc1)C2)c1ccc(OC(C)C)cc1 (configuration not stated) | 0.1 | 0.9 | 8 | 8 | -12 | -5 | 39 | -18 | -3
c1coc(-c2ccnc(-n3cccc3)n2)c1 | -0.5 | -1.5 | -1 | 0 | 0 | -4 | -4 | -13 | 5
CCN(CC)c1ccc(/C=N/NC(=O)c2c[nH]c3ccccc23)cc1 | -1.0 | -2.9 | -1 | -7 | 10 | 7 | 11 | -4 | -14
O=C(CN1c2cccc3cccc(c23)S1(=O)=O)NCc1ccc2c(c1)OCO2 | 3.2 | 2.5 | 9 | 7 | -4 | -3 | 5 | -8 | -18
CCC(C(=O)OCc1csc(CC(=O)Nc2ccccc2C)n1)c1ccccc1 (configuration not stated) | 0.7 | -1.0 | 3 | 0 | -1 | -7 | 18 | -4 | -35
CC1([N+](=O)[O-])COC2(CCCCC2)OC1 | nt | nt | 2 | -29 | 15 | -1 | 6 | nt | nt
COc1ccc(S(=O)(=O)N2CCCC2C(=O)NCc2ccccc2Cl)cc1 (configuration not stated) | -1.2 | 0.1 | 3 | -2 | 7 | -2 | -2 | -1 | -26
CCn1c(SCC(=O)N/N=C/c2ccc(C)o2)nnc1-c1ccc(C)cc1 | -0.7 | -1.8 | -1 | -4 | 6 | -13 | -9 | -2 | -17
CCc1ccc(NC(=O)COC(=O)Cn2cnc3ccccc32)cc1 | nt | nt | 4 | 3 | -4 | -1 | -10 | nt | nt
N#C/C(=C\c1ccccc1)C(=O)N1CCN(c2ccccc2F)CC1 | -0.6 | -0.3 | 2 | -6 | 9 | -1 | -19 | -8 | -32
Cc1ccc(S(=O)(=O)NCC(=O)OCC(=O)NCc2cccs2)cc1 | 0.0 | -0.8 | 3 | -7 | 4 | -2 | -47 | -8 | 1
COc1ccc2[nH]c3c(c2c1)CCN1C(=O)C(CC(=O)NCCN2CCOCC2)C[C@H](C(=O)N2CCOCC2)[C@@]31CCC1CCCC1 (some centres not stated) | nt | nt | 0 | -12 | 10 | -5 | -14 | nt | -13
CCOC(=O)c1cc(CC)sc1/N=C/C1=C(O)CC(C)(C)CC1=O | 0.4 | -2.6 | -1 | 5 | -2 | -5 | -11 | -3 | -4
Cc1nc2ccc(NC(=O)NCc3ccco3)cc2s1 | 0.4 | -0.8 | 3 | -2 | 7 | 0 | -6 | -4 | -13
C=CCSc1nnc(NC(=O)C23CC4CC(CC(NC(C)=O)(C4)C2)C3)s1 | -0.1 | 0.2 | 0 | -3 | 6 | 2 | 10 | -9 | -20
CCOC(=O)c1c(N2C(=O)Nc3ccccc3N2O)n[nH]c1-c1cccc(Cl)c1 | 0.7 | 0.0 | 1 | 1 | -4 | -6 | -6 | -1 | -7
CC(C)c1ccc(NC(=S)NCc2ccc3c(c2)OCO3)cc1 | 0.9 | 0.6 | 7 | 6 | -4 | -2 | 9 | -6 | -9
O=C(O)CCC(=O)Nc1ccc(Cc2ccc(NC(=O)CCC(=O)O)c(O)c2)cc1O | -0.8 | 2.1 | 0 | -3 | 8 | -1 | -16 | -5 | -6
Cc1ccc(-n2nc3c(c2NC(=O)C2CC2)CS(=O)(=O)C3)cc1C | -0.6 | -0.8 | 3 | -3 | 5 | -2 | -18 | 0 | -6
NC(=O)c1cccnc1Sc1ccc(Cl)cc1 | -0.3 | -0.1 | 4 | -3 | 6 | -6 | 9 | -2 | -5
CCn1c(SCC(=O)NCC2CCCO2)nc2ccccc21 (configuration not stated) | -0.5 | -0.1 | 1 | 4 | 2 | -8 | 6 | 3 | -13
COc1ccccc1/C=C1\SC(=O)N(CC(=O)N(C)C2CCS(=O)(=O)C2)C1=O (configuration not stated) | 1.7 | -0.1 | 2 | -9 | 7 | -6 | -9 | -4 | -14
CC1(Cc2ccc3ccccc3n2)C(=O)Nc2ccc(OC(F)(F)F)cc21 (configuration not stated) | nt | nt | 1 | -1 | 13 | -1 | -6 | nt | nt
CN(C)S(=O)(=O)N1CCC(CCCC2CCN(S(=O)(=O)N(C)C)CC2)CC1 | 4.3 | 5.6 | 12 | -19 | 0 | 1 | -1 | -6 | -6
CCOc1ccc(C(=O)N2CCCC(c3nc(-c4cccs4)no3)C2)cc1 (configuration not stated) | 0.9 | 0.6 | -1 | 8 | -2 | -3 | -18 | -7 | -11
N/C(Cc1ccc([N+](=O)[O-])cc1)=N\OC(=O)CC1CCCCC1 | -0.6 | -1.9 | -1 | -6 | 3 | -11 | -4 | -1 | 15
Cn1c(=O)n(C)c2cc(NS(=O)(=O)c3ccc(Br)s3)ccc21 | 1.9 | 1.0 | 2 | -3 | 2 | 1 | 19 | -9 | -20
CC(=O)Nc1ccc(OCC(O)Cn2nc(C)c(Br)c2C)cc1 (configuration not stated) | 2.3 | 2.9 | 21 | 15 | -1 | -1 | -7 | -7 | -5
C=CC[C@@H](CC(=O)NCCO)C(=O)N[C@H](COC(=O)[C@H](CC=C)CC(=O)OC(C)(C)C)Cc1c[nH]c2ccccc12 | 0.9 | 0.4 | 4 | -6 | 7 | -3 | 2 | -1 | -16
O=C(Cc1cccs1)N1CCCC(c2nc3c(nnn3Cc3ccccc3Cl)c(=O)[nH]2)C1 (configuration not stated) | -0.7 | 0.3 | 11 | -2 | 0 | -8 | 1 | -6 | -23
Cn1c(C(=O)N2CCCC(C(=O)c3ccc(C(F)(F)F)cc3)C2)cc(=O)n(C)c1=O (configuration not stated) | 1.7 | 1.8 | 3 | -10 | 11 | -8 | 9 | -9 | -12
CC1(C(=O)Nc2ccc3ccccc3c2)CCC(=O)N1C1CC1 (configuration not stated) | nt | nt | 4 | -11 | 13 | -1 | -22 | nt | nt
Cc1c(Cl)cccc1NC(=O)CCC(=O)NNC(=O)c1ccco1 | 0.8 | 1.1 | 24 | 1 | 10 | 6 | -6 | 3 | -10
CN(Cc1ccccc1)C(=O)c1ccc(Cc2cn(C)c3ccccc23)nc1 | nt | nt | 3 | -11 | 4 | -2 | -13 | nt | nt
O=C(Nc1ccc(Cl)c(Cl)c1)Nc1nnc(CC2=CCCCC2)s1 | -0.3 | 1.2 | 0 | 2 | 5 | -5 | 9 | -1 | 3
O=C(N/N=C/c1ccccc1O)C1(O)c2ccccc2-c2ccccc21 | 2.2 | 3.7 | 1 | -12 | 3 | 3 | -2 | -2 | -12
Cc1ccccc1Oc1ccc(Oc2ccccc2C)nn1 | -0.7 | -1.3 | 60* | -7 | 7 | -8 | 28 | -6 | 2
COc1ccc(C(=O)O)cc1S(=O)(=O)NC1CCN(Cc2ccccc2)CC1 | 0.5 | 2.0 | 1 | -5 | 7 | 0 | -10 | -4 | -9
CCn1cc(C(=O)NCC2CCCO2)c(=O)c2cc(S(=O)(=O)N(C)C)ccc21 (configuration not stated) | -0.2 | 0.3 | 1 | -13 | 4 | -2 | -26 | -15 | 1
COc1cccc(N2CCN(CC(=O)Nc3nc4c(s3)CC(C)CC4)CC2)c1 (configuration not stated) | 1.6 | 0.5 | 16 | 1 | -2 | -8 | -19 | -8 | -31
CCCOC(=O)c1ccc(NC(=O)c2cc(=O)[nH]c3ccccc23)cc1 | 0.2 | -0.2 | 0 | -7 | 5 | -3 | 7 | -4 | 1
C=CCN1C(=O)c2ccc(C(=O)N(C)CC(=O)Nc3ccccc3C(F)(F)F)cc2C1=O | 1.2 | 0.6 | 2 | 6 | -6 | 0 | -5 | 2 | -17
Cc1ccc(OCCNC(=O)CNC(=O)c2ccc(Cl)c([N+](=O)[O-])c2)cc1 | 0.8 | -0.8 | 1 | -17 | 16 | -5 | -21 | -10 | -11
COc1cc(NC(=O)C2CCCN(S(=O)(=O)c3ccc4c(c3)CCCN4C(C)=O)C2)cc(OC)c1 (configuration not stated) | 2.3 | -1.0 | 4 | -6 | 12 | 2 | 1 | -2 | -20
Cc1nc(CNS(=O)(=O)c2ccc3ccccc3c2)cs1 | 2.0 | 1.2 | 2 | 6 | -6 | 1 | -17 | -2 | 8
O=c1ccc2ccc(OCCOc3cccc(Cl)c3)cc2o1 | 0.8 | -0.9 | 3 | -3 | 10 | 0 | 7 | -4 | -11
O=C(N/N=C/c1cccc(O)c1)c1ccc2c(c1)OCCO2 | 1.0 | 0.7 | 5 | -16 | 13 | 0 | -7 | -6 | -5
COc1ccccc1N(CCC#N)C(=O)CSc1nnc2ccccn12 | 0.7 | 1.1 | -2 | -3 | 1 | -4 | 1 | -2 | -1
COCCN(C(C)=O)c1nnc(-c2ccccn2)s1 | 0.1 | 0.8 | 3 | -4 | 9 | -1 | 3 | -2 | -9
CCCCNC(=O)C1CCN(S(=O)(=O)N2CCOCC2)CC1 | 0.4 | 0.2 | 6 | -5 | 7 | 0 | 15 | 0 | -6
O=C1CCC(C(=O)OCC(=O)N2N=C3/C(=C\c4ccccc4)CCCC3C2c2ccccc2)N1 (configuration not stated) | nt | nt | 1 | 4 | -13 | -9 | -24 | nt | nt
CC(=O)Nc1ccc(S(=O)(=O)Nc2ccc(N3CCOCC3)c(F)c2)cc1 | 0.5 | 0.4 | 3 | 9 | -3 | -3 | 6 | -3 | 1
Cc1ccc(NC(=O)CSc2ccc(-c3ccc4c(c3)OCO4)nn2)cc1F | 0.2 | -2.3 | 2 | 5 | -2 | -4 | -16 | -1 | -9
CCOc1ccc(NC(=O)c2ccccc2OC)cc1 | -1.0 | -1.9 | 15 | 12 | -6 | 0 | 6 | -5 | -17

A different layout for part of the listing above:
Fields – V1aR counter	OXTR agonist	TAAR1 ag	CHRM1 antagonist	M1 PAM	M1 ag	TAAR1 antagonist	OXTR potentiate	CHO parental Ca
- O=C1CCC(C(=O)OCC(=O)N2N=C3/C(=C\c4ccccc4)CCCC3C2c2ccccc2)N1 (configuration not stated)
 : nt	nt	1	4	-13	-9	-24	nt	nt
- O=c1ccc2ccc(OCCOc3cccc(Cl)c3)cc2o1
 : 0.8	-0.9	3	-3	10	0	7	-4	-11
- COc1cccc(N2CCN(CC(=O)Nc3nc4c(s3)CC(C)CC4)CC2)c1 (configuration not stated)
 : 1.6	0.5	16	1	-2	-8	-19	-8	-31

Screening results as filed in PubChem BioAssay.
